Source: PubChem BioAssay (National Center for Advancing Translational Sciences (NCATS))
MCF10A rerep – A quantitative high throughput screen for small molecules that induce DNA re-replication in MCF 10a normal breast cells; MCF 10A DNA re-replication, Hoechst nuclear intensity, 48 h; Potency, µM (series often up to 46.1 µM), inactives show at the top dose activity, positive = re-replication, hits mostly activators; actives 2.9% (n = 350,000); AID 624296, 2012; further: potency means the concentration at half of the fitted maximal effect; % of control where 0% means no effect; nearly all actives have a fitted effect of over 50% in size
HT1080 IDH1KD tx – qHTS for induction of synthetic lethality in tumor cells producing 2HG: qHTS for the HT-1080-IDH1KD cell line; HT-1080 IDH1 knockdown viability, ATP luminescence, 48 h; Potency, µM (titrated, usually from 46.1 µM), without a hit: top-dose activity, negative = toxicity, hits mostly cytotoxic; actives 2% (n = 360,000);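 further: potency means the concentration at half of the fitted maximal effect; 0% = DMSO wells and -100% = cell-free medium wells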
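% activity derives from luminescence (CellTiter-Glo), normalised to DMSO and no-cell wells. HT-1080-IDH1KD cells, 750/well, had 48 h compound exposure at 37 °C.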
KB-3-1 cytotox – qHTS assay for MDR1-selective chemotherapeutics: Primary screen using the parental adenocarcinoma cell KB-3-1 | KB-3-1 viability, CellTiter-Glo ATP luminescence, 72 h | AID 1347075, 2019 | Potency, µM (series often up to 46.1 µM), for the others: at the top dose activity change, negative = cytotoxic, hits mostly cytotoxic | actives 1.4% (n = 400,000); further: potency means the concentration at half of the fitted maximal effect; on the % scale 0 is the no-effect control and ±100 the full control effect; nearly all actives have a fitted effect of over 60% in size
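Multi-concentration cytotoxicity screen in KB-3-1 cells grown in DMEM lacking phenol red with 10% FBS. After 72 h at 37 °C with compound, ATP-dependent luminescence was recorded.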
ATXN2 expr inh – Primary qHTS for Inhibitors of ATXN expression; actives 0.72% (n = 360,000); Potency, µM (top dose mostly 57 µM), for inactives: top-dose activity change, negative = inhibition, hits mostly inhibitors; HEK-293 ATXN2-luciferase reporter, luminescence, 24 h; further: potency means the concentration at half of the fitted maximal effect; on the % scale 0 is the no-effect control and ±100 the full control effect; nearly all actives have a fitted effect of over 55% in size
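ATXN2-luciferase reporter cells (luciferase flanked by upstream and downstream ATXN2 gene portions) were treated 24 h at 37 °C with compounds at up to 57 uM. SteadyGlo luminescence gave expression; GF-AFC fluorescence gave viability.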
IL-1B inflam inh – qHTS for Inhibitors of Inflammasome Signaling: IL-1-beta AlphaLISA Primary Screen | THP-1 LPS/ATP IL-1B secretion, AlphaLISA, 16 h; active compounds read low | activity change, % at 57.5 µM | actives 4.7% (n = 360,000); in the data active means activity change below about -50%; inconclusive means mostly about -30% to -49%; further: on the % scale 0 is the no-effect control and ±100 the full control effect
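Secreted IL-1B measured by AlphaLISA bead assay after 16 h compound exposure of THP-1 cells; compounds (final up to 57.5 uM) added 1 h before LPS (250 ng/mL) and ATP (1.25 mM) stimulation; lower signal means less secretion.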
SW480 rerep – A quantitative high throughput screen for small molecules that induce DNA re-replication in SW480 colon adenocarcinoma cells. Potency, µM (series often up to 46.1 µM), inactives show at the top dose re-replication activation, hits mostly activators. SW480 DNA re-replication, Hoechst DNA content imaging, 48 h. actives 1.8% (n = 340,000). AID 624297, 2012; further: potency means the concentration at half of the fitted maximal effect; % of control where 0% means no effect; nearly all actives have a fitted effect of over 55% in size
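Hoechst fluorescence of nuclei (405 nm excitation, 500-530 nm emission) measured by plate-scanning imager after 48 hr compound exposure at 37 C; re-replication scored as increased number of nuclei with elevated intensity.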
WRN inhibitor – qHTS for Inhibitors of WRN Helicase; WRN helicase unwinding, fluorescent forked duplex, kinetic; Potency, µM (titrated, usually from 114 µM), without a hit: top-dose activity change, negative = inhibition, usual class: inhibitors; actives 0.46% (n = 360,000); AID 651768, 2012; further: potency means the concentration at half of the fitted maximal effect; on the % scale 0 is the no-effect control and ±100 the full control effect; nearly all actives have a fitted effect of over 55% in size
Target sequence (Q14191 whole entry, looked up): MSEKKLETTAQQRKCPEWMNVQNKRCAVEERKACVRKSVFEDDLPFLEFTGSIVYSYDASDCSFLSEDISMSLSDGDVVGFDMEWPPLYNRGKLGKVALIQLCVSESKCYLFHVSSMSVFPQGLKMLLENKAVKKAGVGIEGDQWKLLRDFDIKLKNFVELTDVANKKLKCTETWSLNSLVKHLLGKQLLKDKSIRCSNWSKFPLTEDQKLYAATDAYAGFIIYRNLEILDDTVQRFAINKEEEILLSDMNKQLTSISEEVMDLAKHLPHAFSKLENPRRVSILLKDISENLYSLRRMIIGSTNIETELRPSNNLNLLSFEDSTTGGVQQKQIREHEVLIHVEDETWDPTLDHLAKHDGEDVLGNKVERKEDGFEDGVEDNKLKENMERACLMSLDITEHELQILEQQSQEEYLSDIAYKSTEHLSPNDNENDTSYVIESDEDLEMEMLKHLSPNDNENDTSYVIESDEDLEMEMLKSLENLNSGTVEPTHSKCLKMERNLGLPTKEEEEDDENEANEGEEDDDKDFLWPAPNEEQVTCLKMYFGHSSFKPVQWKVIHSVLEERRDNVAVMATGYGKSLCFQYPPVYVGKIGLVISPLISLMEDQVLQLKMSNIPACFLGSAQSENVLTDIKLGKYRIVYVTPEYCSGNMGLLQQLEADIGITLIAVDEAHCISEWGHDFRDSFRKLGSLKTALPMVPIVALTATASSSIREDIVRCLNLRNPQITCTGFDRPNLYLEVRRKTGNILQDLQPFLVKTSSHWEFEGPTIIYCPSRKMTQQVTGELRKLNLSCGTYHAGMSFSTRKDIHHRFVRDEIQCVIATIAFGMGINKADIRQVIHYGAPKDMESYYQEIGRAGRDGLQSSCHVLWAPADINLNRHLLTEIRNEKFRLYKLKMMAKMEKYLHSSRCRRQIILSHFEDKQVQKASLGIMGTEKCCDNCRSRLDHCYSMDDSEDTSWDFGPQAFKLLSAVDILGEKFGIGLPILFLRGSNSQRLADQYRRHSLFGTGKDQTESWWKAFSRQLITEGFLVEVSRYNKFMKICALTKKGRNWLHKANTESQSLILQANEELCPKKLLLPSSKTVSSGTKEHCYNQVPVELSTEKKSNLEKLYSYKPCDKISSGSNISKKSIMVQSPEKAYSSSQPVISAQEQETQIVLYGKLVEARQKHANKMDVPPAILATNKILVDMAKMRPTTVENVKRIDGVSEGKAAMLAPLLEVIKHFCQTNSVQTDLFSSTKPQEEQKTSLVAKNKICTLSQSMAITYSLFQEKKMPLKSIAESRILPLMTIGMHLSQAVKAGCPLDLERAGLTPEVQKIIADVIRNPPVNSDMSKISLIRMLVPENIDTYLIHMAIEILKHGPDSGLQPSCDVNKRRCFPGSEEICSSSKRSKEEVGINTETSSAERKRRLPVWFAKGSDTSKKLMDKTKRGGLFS
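Enzyme (20 nM final) and test compound sit together 15 min at room temperature before substrate addition. Substrate is a single-forked duplex oligonucleotide (100 nM) labelled with fluorophore and quencher, with 2 mM ATP; helicase unwinding raises red fluorescence, read kinetically.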
KB-V1 cytotox – qHTS assay for MDR1-selective chemotherapeutics: Primary screen using the drug-selected MDR subline cells KB-V1 | KB-V1 MDR cells viability, CellTiter-Glo, 72 h | Potency, µM (highest dose often 46.1 µM), for inactives: top-dose activity change, negative = cytotoxicity, most hits filed as cytotoxic | actives 3.4% (n = 400,000) | AID 1347076, 2019; further: potency means the concentration at half of the fitted maximal effect; on the % scale 0 is the no-effect control and ±100 the full control effect; nearly all actives have a fitted effect of over 60% in size
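In this primary screen, KB-V1 cells overexpressing P-gp are incubated with library compounds (lowest to highest concentration) for 72 h at 37 degrees C before a luminescent ATP viability read.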
HT1080NT lethal – qHTS for induction of synthetic lethality in tumor cells producing 2HG: qHTS for the HT-1080-NT fibrosarcoma cell line | HT-1080-NT fibrosarcoma viability, CellTiter-Glo ATP luminescence, 48 h | Potency, µM (highest dose often 46.1 µM), for the others: top-dose activity, negative = less viability, usual class: cytotoxic | actives 1.6% (n = 360,000);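 further: NT is the 2HG producing partner of a matched IDH1 knockdown line; potency means the concentration at half of the fitted maximal effect; 0% = DMSO-treated cells and -100% = media-only wells without cells; nearly all actives have a fitted effect of over 55% in size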
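750 cells/well, RPMI + 5% FBS; 2 h settle, compound pin-transfer, 48 h at 37 degrees C. CellTiter-Glo 10 min RT, luminescence. Normalized to DMSO and media-only wells.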
* = called active by the depositor; ? = inconclusive; / = not tested or not shown; [ ] = another dose, or the depositor's remark. Unless noted, the call rests on the fitted dose curve; in most records, active means well fitted curve in the direction sought with a large enough effect; inconclusive means small, poorly fitted or top-dose-only effect, or another doubt; inactive means no such curve, though single readings can be large; an effect the other way counts as inactive or inconclusive. Hits appear at their usual frequency, and some 12% of all compounds hit somewhere here.

SMILES	MCF10A rerep	HT1080 IDH1KD tx	KB-3-1 cytotox	ATXN2 expr inh	IL-1B inflam inh	SW480 rerep	WRN inhibitor	KB-V1 cytotox	HT1080NT lethal
Cc1cc(NC(=O)C(C)SCC(=O)O)no1 (stereo unspecified)	-4%	10%	-2%	-4%	2	-5%	3%	15%	19%
CCOC(=O)C1CCN(C(=O)COc2ccc(Cl)cc2C)CC1	-1%	-6%	17%	-2%	-5	2%	3%	-15%	-4%
COc1ccc(-c2ccc(CN3C(C)C(=O)N(Cc4cn(CCC5OCCO5)nn4)CCS3(=O)=O)cc2)cc1 (stereo unspecified)	/	5%	6%	-39%	-7	/	-8%[11.6 µM]	14%	-11%
C=CCn1c(O)c(C2=c3ccccc3=NC2=O)s/c1=N/c1nccs1	11%	0%	-19%	-8%	15	-12%	-9%	-27%	3%
O=C(CSc1nnc(-c2ccccc2)c2ccccc12)NCCN1C(=O)CSC1=O	14%	-8%	8%	11%	?	4%	-4%	14%	0%
CCN(CC)C(=O)c1oc2ccc(S(=O)(=O)N3CCCCCC3)cc2c1C	30%	-18%	-23%	-1%	-10	3%	5%	13µM*	?
COC(=O)c1cc(CSc2nc3ccccc3c(=O)n2C)oc1C	?	?	-23%	-20%	28	25%	-4%	?	-28%
CC1(C)N=C(N)N=C(N)N1c1cccc(CC(=O)Nc2ccccc2)c1	/	3.3µM*	-23%	/	-11	/	3%	15%	9.2µM*
C/C(=N\NS(=O)(=O)c1cccc([N+](=O)[O-])c1)c1cc2ccccc2o1	-128%[0.0737 µM]	-1%	-4%	-7%	-5	4%	-14%	13%	10%
COc1cccc(OCCOc2cccc(/C=N/n3cnnc3)c2)c1	11%	-6%	-10%	-31%	21	0%	2%	18µM*	-3%
CCOC(=O)c1ccc(S(=O)(=O)N2CCC(C(=O)NCC3COc4ccccc4O3)CC2)cc1 (stereo unspecified)	/	-3%	-6%	/	-8	/	8%	19%	-7%
CS(=O)(=O)N(CC(=O)N1CCC(C(N)=O)CC1)c1ccc(Cl)c(C(F)(F)F)c1	0%	11%	2%	0%	-7	-12%	2%	15%	-6%
N=C1CCCN1CC(=O)c1cccs1	28%	9%	-8%	-2%	11	2%	-2%	9%	15%
CCOC(=O)c1cc(-c2csc(-c3ccc(C(C)(C)C)cc3)n2)on1	-13%	-8%	-2%	10%	42	-12%	-13%	?	-7%
CNc1snc(C)c1C(=O)OC(C)C(=O)NCc1ccccc1 (stereo unspecified)	8%	-13%	-3%	3%	15	-387%[inhibitor]	7%	-3%	-10%
Cc1ccc(-c2cc(C(=O)Nc3cc(C(=O)O)ccc3C)c3ccccc3n2)cc1	0%	-14%	1%	26%	65	4%	-6%	0%	-8%
Nc1ccccc1-c1n[nH]c(=S)s1	29%	2%	2%	4%[11.3 µM]	29	?	-2%	10%	-4%
Cn1nc(CC(=O)Nc2ccc3c(c2)OCCO3)c2ccccc2c1=O	-4%	-17%	?	?	1	-3%	2%	-16%	-5%
CCOC(=O)/C=C1\SCC(=O)N1CC(=O)N1CCOCC1	-2%	9%	0%	/	4	2%	0%	13%	9%
Cc1cc(/C=N/NC(=O)c2c(Br)cnn2C)c(C)n1-c1cccc(Br)c1	14%	-16%	-6%	-24%	-25	-134%[inhibitor]	-8%	?	-13%
NNC(=O)Cc1csc(-c2ccccc2)n1	0%	0%	5%	/	11	-4%	0%	27%	4%
CC(C)NC(=S)NN=C1CCCCCCCCCCC1	21%	5%	-22%	-29%	63	?	-2%	?	3%
CC(C)=CCc1cc([C@@H]2COc3c(ccc4c3C=CC(C)(C)O4)C2)c(O)cc1O	5.2µM*	?	-2%	?	-51*	5%	-5%	-6%	?
CCc1cc(SC#N)ccc1N	15%	-29%	-15%	-22%	-102*	3%	-8%	-10%	-5%
CC1(C(=O)NCc2ccccc2)CSCC(=O)N1Cc1cccc(C(F)(F)F)c1 (stereo unspecified)	/	0%	-24%	/	-24	/	-2%	?	-20%
CCCc1cc(=O)[nH]c(SCC(=O)N2N=C(c3ccc(Cl)cc3)CC2c2ccco2)n1 (stereo unspecified)	?	-5%	?	4%	?	-8%	-35%	21µM*	2%
NC(=O)c1ccc(NC(=O)COC(=O)C2CC3C=CC2C3)cc1 (stereo unspecified)	-3%	8%	-4%	6%	3	-1%	-16%	1%	9%
CCOC(=O)c1c(C)n(C)c2cc(-c3ccc(F)cc3)c(O)cc12	9%	18%	5%	4%	15	-2%	5%	24%	16%
CCCNC(=O)C1(C)CCN1C(=O)c1ccc(C(C)(C)C)cc1 (stereo unspecified)	/	-15%	0%	-8%	23	/	-7%	2%	-24%
CC(Nc1cc(=O)n(C)c(=O)n1C)c1ccccc1 (stereo unspecified)	?	-11%	11%	0%	5	-5%	-3%	4%	4%
C#CC(C)(CC)NC(=O)Cn1nnc(-c2ccc(S(C)(=O)=O)cc2)n1 (stereo unspecified)	1%	7%	-4%	-8%	-4	-1%	-5%	7%	10%
O=C(O)CCN(Cc1ccccc1)S(=O)(=O)c1c(Cl)cccc1Cl	-1%	0%	3%	-7%	6	-4%	3%	3%	10%
COc1ccc(-n2nc3c(N)n[nH]c3cc2=O)cc1	16%	17%	-10%	9%	3	0%	-3%	11%	8%
CN(CCc1ccccc1)C(c1cc2ccccc2o1)c1nnnn1C(C)(C)C (stereo unspecified)	/	?	-24%	-9%	2	/	-7%	?	-25%
COc1ccc(CCNC(=O)C/C(C)=N/NC(=O)c2ccc([N+](=O)[O-])cc2Cl)cc1OC	0%	-14%	-9%	-5%	6	-22%	-13%	-2%	2%
CC(=O)c1sc(N/N=C\c2ccc(N(C)C)cc2)nc1C	16µM*	-7%	0%	/	37	?	4%	-16%	4%
COC(=O)c1cccc(NC(=O)/C(=C\c2ccccc2)NC(=O)c2ccccc2Cl)c1	0%	-1%	2%	-21%	-7	-3%	1%	6%	-11%
CCCNS(=O)(=O)c1ccc(OCC(=O)NCc2ccc3c(c2)OCO3)cc1	0%	-8%	2%	-13%	7	-5%	1%	-3%	-9%
COC(=O)Cc1c(C)c2ccc(OC3CCCCC3=O)c(C)c2oc1=O (stereo unspecified)	15%	-13%	-3%	-1%	-26	-1%	6%	-28%	-24%
CC1CCCC(C)N1C(=O)COC(=O)c1ccc2c(c1)OCO2 (stereo unspecified)	-4%	-1%	-17%	35%	13	-5%	-3%	12%	-6%

Full records, quoted from the list.
NC(=O)c1ccc(NC(=O)COC(=O)C2CC3C=CC2C3)cc1 (stereo unspecified) across the screens: MCF10A rerep: -3%; HT1080 IDH1KD tx: 8%; KB-3-1 cytotox: -4%; ATXN2 expr inh: 6%; IL-1B inflam inh: 3; SW480 rerep: -1%; WRN inhibitor: -16%; KB-V1 cytotox: 1%; HT1080NT lethal: 9%
CC(Nc1cc(=O)n(C)c(=O)n1C)c1ccccc1 (stereo unspecified) across the screens: MCF10A rerep: ?; HT1080 IDH1KD tx: -11%; KB-3-1 cytotox: 11%; ATXN2 expr inh: 0%; IL-1B inflam inh: 5; SW480 rerep: -5%; WRN inhibitor: -3%; KB-V1 cytotox: 4%; HT1080NT lethal: 4%

The list goes on.
SMILES	MCF10A rerep	HT1080 IDH1KD tx	KB-3-1 cytotox	ATXN2 expr inh	IL-1B inflam inh	SW480 rerep	WRN inhibitor	KB-V1 cytotox	HT1080NT lethal
Cn1cc(Cl)c(C(=O)NNC(=S)NC2CCCCC2)n1	13%	18%	-3%	4%	5	-25%	5%	?	23%
Cc1ccccc1C(=O)NC1CCN(CC(=O)Nc2ccc3c(c2)OCO3)CC1	0%	8%	0%	/	-6	-2%	6%	8%	0%
CCCCC(CCC(=O)Nc1nccs1)C(=O)O (stereo unspecified)	-4%	6%	-5%	2%	43	-5%	-3%	20%	14%
C/C(=N\NC(=O)CCC(=O)NCc1ccccc1)c1ccco1	-17%	12%	0%	2%	3	-5%	7%	27%	25%
O=C(Cn1cnc2ccccc21)Nc1cccc(S(=O)(=O)N2CCCC2)c1	-2%	-16%	-33%	-19%	-13	-16%	-8%	-2%	-6%
C/C(=N\NC(=O)C1CC1(c1ccccc1)c1ccccc1)c1cccc([N+](=O)[O-])c1 (stereo unspecified)	-1%	11%	2%	-5%	7	-3%	-6%	0%	18%
COc1ccc(N2CCN(S(=O)(=O)CC34CCC(CC3=O)C4(C)C)CC2)cc1 (stereo unspecified)	5%	0%	0%	-5%	0	-15%	2%	3%	-9%
COc1ccccc1-c1sc2ccccc2c1-c1ccc(C(C)=O)cc1	96%	-11%	0%	1%	10	2%	5%	-17%	-15%
CCC(C)n1ncn(-c2ccc(N3CCN(c4ccc(OC)cc4)CC3)cc2)c1=O (stereo unspecified)	1%	2%	-2%	1%	-8	0%	-1%	?	17%
Cc1nc(C)n(C(C)CNC(=O)c2ccco2)n1 (stereo unspecified)	0%	13%	0%	-13%	-7	-15%	-5%	?	14%
COc1cc(N/N=C(\C)c2ccc(O)c(C)c2)nc(-c2ccccc2)n1	?	?	0%	23%	-59*	?	-5%	-4%	21µM*
Nc1ncc(-c2ccc([N+](=O)[O-])cc2)cn1	0%	-24%	4%	5%	1	1%	-5%	-28%	4%
CC(=O)Nc1ccc(NC(=O)c2ccc(NS(=O)(=O)c3cc(C(C)(C)C)cc(C)c3C)cc2)cc1	18µM*	?	9%	-24%	29	1%	-14%	-3%	?
CC(=O)Oc1oc(-c2ccccc2)nc1C=Nc1ccccc1	0%	-5%	2%	-5%	-8	-1%	-39%	-6%	-1%
